TDP1 cell noCPT: qHTS for Inhibitors of human tyrosyl-DNA phosphodiesterase 1 (TDP1): qHTS in cells in absence of CPT; hit rate 15% among 420,000; Potency, µM (highest dose often 46.2 µM), without a hit: at the highest dose activity change, negative = growth inhibition, most hits filed as inhibitors; DT40 Tdp1-/- hTDP1 cells, no CPT, ATP luminescence, 48 h; further: nearly all actives have a fitted effect of over 55% in size
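Stably hTDP1-transfected Tdp1-null chicken DT40 cells were treated with library compounds minus camptothecin and grown for at least 48 hr at 37 °C, after which cellular ATP was quantified by luminescence.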
DT40 TDP1 CPT: DT40-hTDP1 cell growth loss with CPT; chicken DT40 Tdp1-/-;hTDP1 cells + 20 nM CPT, ATP luminescence, 48 h; Potency, µM (top dose mostly 46.2 µM), without a hit: at the highest dose activity change, negative = growth inhibition, most hits filed as inhibitors; hit rate 12% among 420,000; further: nearly all actives have a fitted effect of over 55% in size
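Chicken DT40 Tdp1-/- cells stably complemented with human TDP1 were seeded at 400 cells/well in medium containing 20 nM camptothecin, exposed to pin-transferred compounds, and grown at 37 °C for at least 48 hr. Viability was read as ATP luminescence.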
GCN5L2 inh: blocks human GCN5L2 histone acetyltransferase; Q92830; GCN5L2 HAT assay, ThioGlo1 CoA-SH fluorescence; Potency, µM (highest dose often 58.9 µM), for inactives: at the top dose activity change, negative = inhibition, hits mostly inhibitors; hit rate 0.21% among 390,000
Target sequence (Q92830 whole entry, looked up): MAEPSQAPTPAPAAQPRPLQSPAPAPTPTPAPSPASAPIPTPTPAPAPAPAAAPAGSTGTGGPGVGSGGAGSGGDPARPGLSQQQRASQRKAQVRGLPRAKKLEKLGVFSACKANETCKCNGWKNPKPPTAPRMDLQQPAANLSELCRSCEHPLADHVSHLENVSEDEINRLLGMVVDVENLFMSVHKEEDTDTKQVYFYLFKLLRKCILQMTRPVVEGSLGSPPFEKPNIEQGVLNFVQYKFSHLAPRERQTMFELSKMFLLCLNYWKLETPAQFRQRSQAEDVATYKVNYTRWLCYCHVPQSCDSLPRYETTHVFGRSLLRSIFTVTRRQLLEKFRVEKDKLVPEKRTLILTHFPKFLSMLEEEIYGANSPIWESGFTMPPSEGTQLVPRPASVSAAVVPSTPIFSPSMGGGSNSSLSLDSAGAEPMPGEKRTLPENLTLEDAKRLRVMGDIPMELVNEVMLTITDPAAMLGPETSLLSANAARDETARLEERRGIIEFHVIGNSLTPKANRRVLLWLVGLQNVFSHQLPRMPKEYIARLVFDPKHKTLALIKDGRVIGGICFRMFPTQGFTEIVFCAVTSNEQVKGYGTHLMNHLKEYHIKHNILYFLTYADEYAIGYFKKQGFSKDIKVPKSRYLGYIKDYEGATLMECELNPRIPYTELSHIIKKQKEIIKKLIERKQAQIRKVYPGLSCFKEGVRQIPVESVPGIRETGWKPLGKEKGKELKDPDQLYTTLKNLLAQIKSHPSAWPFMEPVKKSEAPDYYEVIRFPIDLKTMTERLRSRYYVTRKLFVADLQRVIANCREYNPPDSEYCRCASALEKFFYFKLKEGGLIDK
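qHTS, 1536-well. 20nM enzyme, pH 7.5 HEPES/EDTA/Tween-20 buffer; 15 min compound preinc., RT. Start: 75uM H3(1-25), 70uM AcCoA, 50uM ThioGlo1. Read Ex340/Em540 at t=0 (autofluorescence flag) and t=20 min.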
Active calls of the source: *; ? = inconclusive; . = not tested or not shown; [ ] = another dose, or the depositor's remark. The call rests on the fitted dose curve; in most records, active means well fitted curve in the direction sought with a large enough effect; inconclusive means small, poorly fitted or top-dose-only effect, or another doubt; inactive means no such curve, though single readings can be large; an effect the other way counts as inactive or inconclusive. On the % scale 0 is the no-effect control and ±100 the full control effect; potency means the concentration at half of the fitted maximal effect.

SMILES | TDP1 cell noCPT | DT40 TDP1 CPT | GCN5L2 inh
COc1ccc(N(CC(=O)NCCSc2ccccn2)S(=O)(=O)c2ccc(C)cc2)cc1OC | ? | ? | 1%
COC(=O)CN1C(=O)[C@H]2[C@@H](c3ccc(C)o3)N3C(=O)CN(CC4CC4)C(=O)[C@@]3(C)[C@H]2C1=O | -13% | -3% | -5%
CCCCOP(=O)(c1ccc(N(C)C)cc1)C(O)c1cc(OC)ccc1OC (stereo not given) | 1% | -8% | 0%
Cn1c(NC(=O)c2cccc(C(F)(F)F)c2)cc(=O)n(C)c1=O | -2% | -5% | -1%
CC1CCN(S(=O)(=O)c2ccc3c(c2)N(CC(=O)NC(C)(C)C)C(=O)CS3)CC1 | -19% | -20% | -2%
CC(=O)Nc1cc2c3c(c1)CC(=O)N3CCC2 | -3% | 0% | -5%
Cc1csc(C(C)N(C)C(=O)c2cc(NC(=O)C3CCC3)c3c(c2)nc(-c2ccncc2)n3C)n1 (stereo not given) | 6% | 9% | .
O=C(CSc1cccc[n+]1[O-])c1ccc(Cl)s1 | 1.3µM* | 0.73µM* | 3%
Cc1ccc(OCCNC(=O)CCNC(=O)c2ccc(Cl)cc2)cc1 | -20% | -10% | -2%
O=C1OC(c2cccs2)=N/C1=C\c1ccc(-c2cccc(Cl)c2)o1 | ? | 21µM* | ?
CNC(=O)COC(=O)c1cc(-c2ccccc2)nn1-c1ccccc1 | -21% | ? | -8%
CCNC(=O)COC(=O)c1cc(S(=O)(=O)N2CCCCC2)ccc1C | 1% | 7% | -4%
COc1ccc2c(Sc3ccc(C)cc3)c(C(=O)NC(C)C)[nH]c2c1 | ? | ? | -6%
COc1ccccc1/C=C/C(=O)NCC(=O)N/N=C/c1ccc2c(c1)OCO2 | -1% | 9% | -9%
Cc1ccc2nc(Cl)c(-c3ccccc3)cc2c1 | -30% | 28% | .
O=C(CN1CCCCC1)N1CCCc2c1c(=O)oc1ccc(OCc3ccccc3)cc21 | ? | ? | -15%
CCn1ccnc1CN1CCN(CC=C(C)C)C(CCO)C1 (stereo not given) | -5% | -6% | -17%
Cc1c(C(=O)Nc2ccc(F)cc2)oc2ccc(S(=O)(=O)N3CCC4(CC3)OCCO4)cc12 | 22µM* | 16µM* | -21%
CSc1ccc(S(=O)(=O)N2CCC(C(=O)Nc3cccnc3)CC2)cc1 | ? | -4% | -10%
NC(=O)c1oc2ccccc2c1NC(=O)c1ccc([N+](=O)[O-])o1 | 0.58µM* | 0.73µM* | 0%
CCN(CC)S(=O)(=O)c1ccc2c(c1)c(=O)c(C(=O)NCCCN(C)c1ccccc1)cn2C | ? | -26% | -6%
COc1ccc(CN2CCNC(=O)C2CC(=O)NC2CCCC2)cc1OC (stereo not given) | -7% | 3% | -2%
Cc1cc(C)c(Cn2c(C3CC(=O)N(c4ccc(F)cc4)C3)nc3ccccc32)c(C)c1 (stereo not given) | ? | -12% | -2%
CCOC(=O)c1ccccc1NS(=O)(=O)c1cnn(CC)c1C | -7% | -2% | -20%
O=C(CCc1ccccc1Cl)Nc1ccc(S(=O)(=O)N2CCOCC2)cc1 | ? | ? | -25%
O=C(NCCCN1CCCC1=O)C1CCN(S(=O)(=O)c2ccc(Cl)cc2)CC1 | 2% | -1% | 3%
CCCCOC(=O)c1ccc(NC(=O)c2ocnc2C)cc1 | -16% | -17% | -1%
CCOc1ccc(-c2cn(-c3ccc(C)cc3)c(SCC(=O)Nc3ccc(C)cc3)n2)cc1 | ? | ? | -9%
CCCCCC1CC(CC/C(C)=N/NC(N)=O)C(=O)O1 (stereo not given) | 5% | 1% | -3%
COC(=O)Cn1cnc2c(nnn2Cc2ccc(Cl)cc2)c1=O | -27% | ? | -1%
CC1=C(C(=O)OC(C)C)C(c2cccs2)C(C(=O)OC(C)C)=C(C)N1 | 12µM* | ? | -5%
Cc1ccc(-c2nc(N)sc2CC(=O)OCC(=O)NCC2CCCO2)cc1 (stereo not given) | 7% | 2% | -2%
O=C1CCCCC(=O)c2ccccc2N1 | -5% | -11% | 74%[activator]
O=C1OCC2=C1C(c1ccc3c(c1)OCO3)c1cc3c(cc1O2)OCO3 (stereo not given) | 2.3µM* | 2.1µM* | .
Cc1ccc(N(CC(O)CN2CCCCC2)S(=O)(=O)c2ccccc2[N+](=O)[O-])cc1 (stereo not given) | -27% | -2% | 2%
O=C1C(=O)N(CCS(=O)(=O)c2ccccc2)c2ccc(F)cc21 | ? | 21µM* | -15%
O=C(CN(Cc1ccco1)S(=O)(=O)c1cccs1)Nc1ccccc1C(F)(F)F | ? | -25% | -10%
CCN1CCN(C(=O)CCCn2c(C)c3cnn(-c4ccccc4)c(=O)c3c2C)CC1 | -15% | -24% | -5%
Cc1ccccc1C(=O)NC(=S)NCCC1=CCCCC1 | ? | -22% | -20%
COc1ccc(NC(=O)C2CCCN(S(=O)(=O)c3cccs3)C2)cc1OC (stereo not given) | ? | ? | 1%
O=C(CC(NC(=O)c1ccccc1)c1ccccc1)NCc1ccccc1 (stereo not given) | 0% | -16% | 1%
Cc1oc(-c2ccccc2Cl)nc1CSc1nc2c(c(=O)[nH]1)CCC2 | ? | ? | 3%
Cc1ccc(N2C(=O)C(CN3CCOCC3)C2c2ccccc2)cc1 (stereo not given) | 15µM* | ? | -3%
Cc1ccc(-n2nnc(-c3nc(-c4cccs4)no3)c2N)cc1C | -25% | -20% | -2%
CCn1c(=O)cc(C(F)(F)F)[nH]c1=S | ? | -29% | -24%
O=C(Nc1ccc(F)cc1F)c1ccc(-n2cncn2)nc1 | 0% | -19% | -2%
COCCNC(=O)CN(c1cccc(OC)c1)S(=O)(=O)c1ccc(C)cc1 | -7% | 2% | 1%
O=c1[nH]nc(SCc2nnc(-c3ccc([N+](=O)[O-])cc3)o2)n1C1CCCCC1 | -28% | -19% | 0%
Cc1ccc(NC(=O)C(=O)Nc2ccc(C)cn2)nc1 | -10% | -14% | -1%
Cc1cc2nc(Cl)c(Cl)nc2cc1C | 8% | -7% | -22%
C[C@@H]1C(c2cccc(Cl)c2)=NN(c2ccccc2)[C@H]1C(=O)N1CCOC1=O | ? | ? | ?
O=C1c2ccccc2C(=O)N1CC(=O)N1c2ccccc2Sc2ccccc21 | -14% | -8% | 2%
Cc1ccc(-n2c(SCC(=O)NCc3cccs3)nnc2-c2ccoc2C)cc1 | ? | ? | -1%
CN1CCN(c2oc(/C=C/c3ccc(F)cc3)nc2C#N)CC1 | ? | ? | -6%
CC(C)C[C@H](NC(=O)Nc1ccccc1F)C(=O)O | -29% | -5% | -3%
COc1ccc(N=Nc2ccc(N)nc2N)cc1 | -25% | -21% | -7%
CC1CC(C)CN(C(=O)c2cc(-c3ccccn3)nc3ccccc23)C1 (stereo not given) | -14% | ? | -5%[0.501 µM]
CSCCCNC(=S)N1CCN(S(=O)(=O)c2cccc(C(F)(F)F)c2)CC1 | ? | ? | -8%
COc1ccc(N2CCN(C(=O)COC(=O)CNC(=O)c3ccccc3)CC2)cc1 | -12% | -2% | ?
O=C(Nc1nnc(S(=O)(=O)N2CCOCC2)s1)c1ccc(Cl)cc1 | ? | ? | 3%

Other structures.
SMILES | TDP1 cell noCPT | DT40 TDP1 CPT | GCN5L2 inh
CCn1c(=O)n(CC)c2cc(N3CCCC3)c(NC(=O)c3ccccc3C)cc21 | 21µM* | 16µM* | -4%
Cc1cc(C(=O)COC(=O)c2ccc[nH]c2=O)c(C)n1CCc1ccc(F)cc1 | 1% | 2% | -11%
N#Cc1ccc(NC(=O)Cn2cnc(S(=O)(=O)N3CCc4ccccc43)c2)cc1 | ? | ? | -1%
O=C(CCc1nc(-c2ccccc2F)no1)Nc1ccc(Oc2ccccc2)cc1 | 10µM* | 23µM* | -6%
CC(CCc1ccccc1)NC(=O)CN1CCOc2ccccc21 (stereo not given) | -21% | ? | .
CN(C)CCNc1ccc(Cl)cc1[N+](=O)[O-] | 7% | 11% | 35%[activator]
CCCc1nc2ccc(Br)cn2c1Cc1cccc(Cl)c1 | 4.6µM* | 6.5µM* | .
CCCOc1ccc(F)cc1-c1cc(C(=O)NC(C)C)[nH]n1 | ? | ? | .
N=C1C(c2ccccc2)=C(O)CN1c1cccc(S(N)(=O)=O)c1 | -4% | -13% | -3%
Cc1ccccc1-c1ccc2ncnc(N(C)C)c2c1 | ? | ? | -5%
CCOC(=O)C1=C(C)Nc2nc(SCc3cccnc3)nn2C1c1ccc(OC)cc1 (stereo not given) | ? | ? | -6%
CCCOC(=O)c1ccc(Cn2nnc3sc4c(c3c2=O)CCC(C)C4)cc1 (stereo not given) | ? | ? | -16%
Cc1ccc(N2CC(=O)Nc3c(oc4nc(-c5ccccc5)cc(C)c34)C2=O)cc1 | -24% | -5% | 18%
O=C(CSc1nnc(-c2ccccc2)o1)NCC1CCCCC1 | -24% | -26% | 2%
Cn1ncc([N+](=O)[O-])c1C(=O)Nc1ccccc1C#N | 11% | 3% | .
COc1ccccc1NC(=O)C1CCCCN1S(=O)(=O)c1ccc(F)cc1 (stereo not given) | ? | -21% | -9%
Cn1c(=O)c2c(SCC(=O)Nc3cccc(F)c3)nc(-c3ccco3)nc2n(C)c1=O | ? | -29% | 4%
Nc1nc(SCc2ccccc2)cc(SCc2ccccc2)n1 | -23% | 1% | .
COc1ccc(-c2c(C#N)c(N)n(N)c(=O)c2C#N)cc1Cl | ? | 8% | -1%
O=C(NCc1ccco1)C12CN(Cc3ccccc3)CC1C(c1cccc([N+](=O)[O-])c1)=NO2 (stereo not given) | 18µM* | ? | ?

Reformatted: six of the compounds above.
mol	TDP1 cell noCPT	DT40 TDP1 CPT	GCN5L2 inh
CCn1c(=O)n(CC)c2cc(N3CCCC3)c(NC(=O)c3ccccc3C)cc21	21µM*	16µM*	-4%
Cc1cc(C(=O)COC(=O)c2ccc[nH]c2=O)c(C)n1CCc1ccc(F)cc1	1%	2%	-11%
N#Cc1ccc(NC(=O)Cn2cnc(S(=O)(=O)N3CCc4ccccc43)c2)cc1	?	?	-1%
O=C(CCc1nc(-c2ccccc2F)no1)Nc1ccc(Oc2ccccc2)cc1	10µM*	23µM*	-6%
CC(CCc1ccccc1)NC(=O)CN1CCOc2ccccc21 (stereo not given)	-21%	?	.
CN(C)CCNc1ccc(Cl)cc1[N+](=O)[O-]	7%	11%	35%[activator]

Returning to the listing; the 5 compounds before the break are reprinted first.
SMILES | TDP1 cell noCPT | DT40 TDP1 CPT | GCN5L2 inh
COc1ccccc1NC(=O)C1CCCCN1S(=O)(=O)c1ccc(F)cc1 (stereo not given) | ? | -21% | -9%
Cn1c(=O)c2c(SCC(=O)Nc3cccc(F)c3)nc(-c3ccco3)nc2n(C)c1=O | ? | -29% | 4%
Nc1nc(SCc2ccccc2)cc(SCc2ccccc2)n1 | -23% | 1% | .
COc1ccc(-c2c(C#N)c(N)n(N)c(=O)c2C#N)cc1Cl | ? | 8% | -1%
O=C(NCc1ccco1)C12CN(Cc3ccccc3)CC1C(c1cccc([N+](=O)[O-])c1)=NO2 (stereo not given) | 18µM* | ? | ?
COc1ccc(S(=O)(=O)c2ccc(O)cc2)cc1 | 0% | 5% | -12%
COc1cccc(-n2cnc3sc(C)c(C)c3c2=O)c1 | -10% | -6% | 1%
CC(C)OCCc1cccc[n+]1[O-] | -3% | -21% | .
O=C(N/N=C/c1ccc(OC(F)F)cc1)c1cccc(S(=O)(=O)N2CCOCC2)c1 | 2% | 2% | -5%
COc1ccccc1CN1CC(C(=O)NCCc2ccccc2Cl)CCC1=O (stereo not given) | -17% | 8% | -2%
Cc1cc(C(=O)Nc2ccccc2C(F)(F)F)no1 | -11% | -21% | 1%
O=C(OCC(=O)N1CCCCCC1)c1ccccc1Br | -2% | 1% | 2%
CCSc1ccccc1C(=O)NCc1ccc(S(N)(=O)=O)cc1 | -16% | -12% | 1%
CC1C(=O)CC(c2ccc([N+](=O)[O-])cc2)NC1c1ccc([N+](=O)[O-])cc1 (stereo not given) | ? | ? | -6%

Screens (PubChem BioAssay)
